eLon inh: inhibitors of E. coli Lon protease, primary screen, biochemical, fluorescence polarization; P0A9M0; purified E. coli Lon protease; inhibition, % at 7.94 µM; 360,000 tested, 0.42% active; AID 602123, 2011; in the data active means inhibition above about 13%, passing the limit was not always enough;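 further: 0% = enzyme with probe and DMSO and 100% = no enzyme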
CSN inh: inhibitors of CSN-mediated cullin deneddylation, primary screen, biochemical, fluorescence polarization, uHTS; Purified CSN, SCF-Nedd8-OG deneddylation; AID 651999, 2013; 360,000 tested, 0.38% active; COP9 signalosome complex subunit 5 (Homo sapiens), Q92905; inhibition, % at 12.5 µM;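 active means pattern-corrected inhibition above about 35%, with an unprinted fluorescence ratio check between 0.5 and 1.5, limit read from the data, passing the limit was not always enough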;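 further: 0% = enzyme with substrate and 100% = substrate without enzyme; some results filed as inactive read as strong as hits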
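Material: human Csn5 produced in HEK293T cells; Input: enzyme 0.24 nM; Reagent: SCFSkp2-Nedd8OG substrate at 10 nM final; Dosing: 12.5 µM compound; Incubation: 90 min reaction at room temperature; Detection: fluorescence polarization of the substrate; Evaluation: % inhibition of substrate cleavage by Csn5; Control set: substrate-only high control, full reaction low control.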
MsrA inh: bovine MsrA enzyme inhibitors, primary screen, biochemical, absorbance, HTS; Methionine sulfoxide reductase A (Bos taurus); purified bovine MsrA, absorbance read-out; inhibition, % at 15.5 µM; 360,000 tested, 0.75% active; AID 651718, 2012; in the data active means inhibition above about 4.5%;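 further: 0% = vehicle wells with enzyme and 100% = reference inhibitor wells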
Rin1 Abl inh: inhibitors of Rin1-Abl protein binding, primary screen, biochemical, TR-FRET; inhibition, % at 7.35 µM; 360,000 tested, 0.4% active; in the data active means inhibition above about 5%, passing the limit was not always enough
MT1-MMP act inh: blockers of MT1-MMP proenzyme processing, primary screen, HT1080 RFP-PRO-GFP cells, GFP/RFP fluorescence. GFP/RFP ratio change, % at 20 µM. Matrix metalloproteinase-14 (Homo sapiens), P50281. GFP/RFP ratio fluorescence, overnight; percent of plate control window, DMSO zero. 360,000 tested, 0.061% active. AID 651647, 2012;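 active means GFP/RFP ratio change of at least 30% with cell ATP level not reduced by more than half and red fluorescence within 50% of control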; further: strong numbers were not always called active
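Assay system: HT1080 RFP-PRO-GFP cells. Benchmarks: DMSO vehicle wells and RFP-L50D-GFP reporter cell wells. Times: overnight cell settling, then overnight compound exposure, 37 °C, 5% CO2. Compound: 20 µM single dose, 1% DMSO. Read-out basis: GFP/RFP fluorescence ratio.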
Rpn11 inh: Rpn11 (PSMD14) deubiquitinase inhibitors, primary screen, biochemical, fluorescence polarization, uHTS. 26S proteasome non-ATPase regulatory subunit 14 (Homo sapiens), O00487. human 26S proteasome, Ub4-pepOG fluorescence polarization; 20S core pre-blocked with epoxomicin. calls only at 20 µM. 360,000 tested, 0.59% active. AID 588493, 2011;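 active means inhibition at 20 µM, scaled to each plate's controls, above about 33%, limit read from the data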
PABP1 MLLE inh: inhibitors of PABP1 MLLE–PAM2 peptide binding, primary screen, biochemical, fluorescence polarization, FITC-PAM2, GST-MLLE; inhibition, % at 20 µM; 360,000 tested, 0.36% active; Polyadenylate-binding protein 1 (Homo sapiens), P11940; AID 588489, 2011; in the data active means inhibition above about 35%, passing the limit was not always enough;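 further: plate controls were DMSO wells with GST-MLLE for no effect and wells lacking GST-MLLE protein for full effect; some results filed as inactive read as strong as hits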
MsrA act: bovine MsrA enzyme activators, primary screen, biochemical, absorbance, HTS; Methionine sulfoxide reductase A (Bos taurus); purified bovine MsrA, absorbance read-out; activation, % at 10.6 µM; 360,000 tested, 0.3% active; AID 602163, 2012; in the data active means activation above about 7.5%;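 further: 0% = vehicle and 100% = reference activator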
FAS-TE inh: FAS thioesterase domain inhibitors, primary screen, biochemical, fluorescence intensity, uHTS | 360,000 tested, 0.67% active | inhibition, % at 15 µM | AID 602261, 2012 | recombinant FAS-TE, OMFH fluorogenic substrate, fluorescence endpoint | Fatty acid synthase (Homo sapiens), P49327;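 active means compounds whose normalised, plate-corrected inhibition of enzyme fluorescence in the single-dose primary screen is 50% or more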;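 further: 0% = DMSO with enzyme and 100% = substrate without enzyme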
Starred values were filed as active, the others as inactive; i = inactive; . = no result given; & = joins results of further samples.

SMILES	eLon inh	CSN inh	MsrA inh	Rin1 Abl inh	MT1-MMP act inh	Rpn11 inh	PABP1 MLLE inh	MsrA act	FAS-TE inh
CC(/C=N/Nc1nc(C)cc(=O)[nH]1)=C\c1ccccc1	2	1	3.0	0	0	i	-16	-2	-1
NC(=S)N/N=C/c1ccccc1OCCSc1ccc(Cl)cc1	1	2	0.8	1	-26	i	-42	-5	23
COc1ccc(C)cc1NC(=O)CN(C)S(=O)(=O)c1ccc2c(c1)n(C)c(=O)c(=O)n2C	5	0	1.1	-4	4	i	10	-3	1
COc1ccc(OC)c(C2C(C(=O)c3ccco3)=C(O)C(=O)N2CC2CCCO2)c1 (configuration not stated)	-7	1	1.0	-1	-2	i	4	-4	-2
Cc1cccc2cc(CN(Cc3ccco3)C(=O)NC3CCCCC3)c(=O)[nH]c12	-2	-2	1.8	-1	-19	i	-9	-7	5
C[C@H](NC(N)=O)C(=O)Nc1ccc2c(c1)OCO2	-5	-6	1.6	2	0	i	4	-1	-7
COc1cc(-c2csc(NC3CCCCC3)n2)cc(OC)c1OC	-2	-1	-0.3	2	-1	i	4	-1	-41
Cc1ccc(S(=O)(=O)NCC(=O)OCc2ccccc2)cc1	2	-5	0.8	3	-3	i	5	-1	1
CCn1c(=O)c2cc(C(=O)N3CCN(C)CC3)sc2c2ccccc21	-1	-4	3.9	-7	3	i	-1	1	-3
CCN(CC)CCNC(=O)Cc1c(C(=O)O)n(CC)c2ccccc12	-9	-3	-1.3	-3	1	i	10	-3	-7
O=C(NCCNS(=O)(=O)c1cccc(C(F)(F)F)c1)c1cc(OCC(F)(F)F)ccc1OCC(F)(F)F	-4	-1	0.9	4	0	i	-12	-12	-15
O=C(c1ccc2ccccc2c1)N1CCN(c2ccc([N+](=O)[O-])c(N3CCOCC3)c2)CC1	3	5	0.0	-1	8	i	-4	-2	18
Cc1ccc(S(=O)(=O)N2CCOCC2)cc1NC(=O)CSc1nc(N)cc(=O)[nH]1	2	-2	-0.1	-3	-3	i	33	-1	-9
COc1cc(/C=C2/SC(=S)N(CC3CCCO3)C2=O)ccc1O (configuration not stated)	-148	58*	-0.1	-5	-31	.	-107	-1	-8
CCN1C(=O)[C@H]2[C@H]3CN=C(SCc4ccccc4)N3[C@@](CC)(C(=O)OC)[C@H]2C1=O	-6	4	-0.4	-3	2	i	0	-4	-6
COc1cccc(C=C2Cc3ccccc3C2=O)c1	-4	5	1.5	0	-3	i	-1	-6	0
CC(=O)c1c(C)[nH]c(C(=O)NCc2ccccc2)c1C	0	-5	-0.3	2	3	i	0	-2	-10
CC(C)C(=O)Nc1c(-c2ccccc2Cl)c(=O)c2ccccc2n1C	-9	-1	2.4	2	1	i	-7	-1	-5
C=CCNC(=O)C(C#N)c1nc2ccccc2nc1N1CCCCCC1 (configuration not stated)	13	0	-0.1	-1	-19	i	6	-8	4
Cc1nc2ccc(NC(=O)c3ccc(Cl)nc3)cc2s1	8	10	-1.1	0	8	i	-6	-1	-1
COc1ccccc1CN1CCNC(=O)C1CC(=O)NC1CCCCCC1 (configuration not stated)	-4	2	0.2	2	-2	i	-12	-2	-6
CCOCC(=O)Nc1nc(-c2ccccc2)c(CC)s1	0	-1	2.6	-7	2	i	9	-5	-7
O=C(Oc1cccnc1)c1ccc(Cl)cc1	-9	4	-0.2	-4	4	i	21	-3	-4
CC(C)Oc1cc(F)ccc1-c1cc(C(=O)Nc2cccc(C(F)(F)F)c2)[nH]n1	-4	2	1.4	-2	-3	i	-13	0	25
Cc1ccc(S(=O)(=O)Nc2ccc(NC(=O)CN3CCCCC3)c(Cl)c2)cc1	2	-2	0.9	1	-4	i	-8	1	23
CCn1c(SCC(=O)N2CCOCC2)nc2sc3c(c2c1=O)CCCC3	-1	2	-0.8	0	1	i	2	-1	1
NS(=O)(=O)c1ccc(CNC(=O)c2cc(-c3cccnc3)nc3ccc(Cl)cc23)cc1	-11	2	1.1	-3	-1	i	11	-2	0
COc1ccc(C(CNC(=O)COc2ccccc2C)N2CCCCC2)cc1 (configuration not stated)	17	1	0.0	0	3	i	-5	-10	4
CCc1nnc(NC(=O)CCN2C(=O)CCC2=O)s1	0	-2	-1.2	3	-48	i	2	-10	-12
NC(=O)c1nsc(C(=O)N(CCCN2CCOCC2)C(C(=O)NC2CCCCC2)c2ccc(Cl)cc2)c1N (configuration not stated)	-19	-3	0.2	-1	-1	i	4	0	0
O=C(N/N=C/c1cn(-c2ccccc2)nc1-c1cccnc1)c1cccnc1	14	-2	1.4	-2	0	i	1	-3	-1
CC(=O)c1cc(NC(=O)c2ccc(Cl)cc2)c(=O)oc1/C=C/N(C)C	-146	55*	0.8	-10	-56	.	-122	-3	-69
COc1ccc(-c2nc(CC(=O)Nc3cccc(S(=O)(=O)NC4=NCCC4)c3)cs2)cc1	7	1	1.2	3	1	i	-46	-2	-1
CN(C)C1=NCCN1CCc1ccc(F)cc1	-4	0	-0.2	0	1	i	4	-1	-12
CC(C)CNC(=O)CC(=O)N/N=C/c1ccc(Br)cc1	-18	7	-1.7	1	5	i	-7	0	-8
Cc1ccc(/C=N/NC(=O)Cc2ccc(Cl)cc2)s1	-8	0	0.9	3	-10	i	-14	-12	2
Cc1nc(SCc2ccc(OCCC(C)C)cc2)n[nH]1	-2	4	-0.4	-2	3	i	-41	-4	-6
CCOc1cc2[nH]c(=S)n(Cc3ccc(C)o3)c(=O)c2cc1OCC	0	-1	-0.6	0	4	i	-77	-7	-8
c1ccc(C2[C@H]3CN(Cc4cccnc4)[C@H](c4ccccc4)C34CC2(c2cccnc2)C4)cc1 (some centres not stated)	4	-3	0.5	6	-2	i	8	-6	15
CCn1c(=O)c(C(=O)Nc2ccc(C)cc2C)c(O)c2ccccc21	2	0	.	1	-2	i	14	-5	16
CC1CC(N(C(=O)C2CC2)c2ccccc2)c2ccccc2N1C(=O)C1CC1 (configuration not stated)	-3	-3	0.2	-1	0	i	-8	0	-3
Cc1ccc(C(=O)Nc2nccc(C)n2)cc1	5	-7	-1.1	0	-1	i	-3	8.7*	-3
COc1ccc(-c2cn(-c3ccccc3)c3[n+]2CCS3)cc1	-6&0	1&-6	-0.2&-0.4	0&5	-12&-9	i	-3&0	-3&-2	-10&-5
COc1cc(OC)cc(-n2nnnc2SCC(=O)NCc2ccc3c(c2)OCO3)c1	1	-1	1.6	4	-2	i	-3	0	13
COc1ccc(-c2cc(NC=O)c3ncc(-c4cccc(C(F)(F)F)c4)n3c2)c(OC)c1	-7	7	-0.3	1	-9	i	-19	4	18
CCOC(=O)N1CCN(C(=S)NC(=O)c2ccc(F)c(F)c2)CC1	9	2	0.6	-4	7	i	-17	-1	-1
Cc1ccccc1NC(=S)NCCO	-4	5	-0.3	-2	2	i	20	-3	-8
C=CCOC(=O)Nc1c(C(=O)OC)[nH]c2ccc(Cl)cc12	0	-10	0.4	-4	5	i	9	-13	10
CCCc1cc(=O)oc2cc(C)cc(OCC(=O)Nc3cccnc3)c12	1	3	0.5	-1	-2	i	-2	0	8
CCC(=O)Nc1ccc(S(=O)(=O)N2CCc3ccccc32)cc1	-1	0	0.1	3	5	i	-9	-2	7
Next part:
SMILES	eLon inh	CSN inh	MsrA inh	Rin1 Abl inh	MT1-MMP act inh	Rpn11 inh	PABP1 MLLE inh	MsrA act	FAS-TE inh
COc1ccc2oc(C(F)(F)C(F)F)cc(=O)c2c1	0	2	1.6	-1	4	i	-6	-1	-2
O=S(=O)(CCNCc1ccccc1)NC1CCCCC1	-10	2	-0.2	-1	3	i	6	-3	-3
Cc1nc(C)c(-c2csc(Nc3ccc(O)cc3C)n2)s1	4	6	-0.2	2	6	i	-4	-7	-8
Cc1ccc(C(=O)NCC(=O)NCCCc2ccccc2)cc1	7	4	0.3	1	1	i	3	0	1
Cc1cccc(/C=C(\c2nc3ccccc3[nH]2)S(=O)(=O)c2ccccc2)c1	3	8	1.7	-4	-20	i	6	-5	16
Cn1c(OCc2cccnc2)nc2c1c(=O)n(Cc1ccc(Cl)cc1)c(=O)n2C	-12	3	-0.7	2	0	i	21	1	15
COc1cccc(CN2CCNC(=O)C2CC(=O)NCCn2ccc3ccccc32)c1OC (configuration not stated)	-3	-4	-0.7	2	-3	i	3	-4	-5
Cc1ccnc(NS(=O)(=O)c2ccc(NC(=O)COc3ccccc3)cc2)n1	4	-4	-0.6	3	-1	i	10	-7	-10
O=C(NCC1CCCO1)C(c1ccc(F)cc1)N(Cc1ccc(F)cc1)C(=O)Cn1nnc(-c2cccs2)n1 (configuration not stated)	-9	-2	0.7	0	-8	i	-15	-2	2
CC1CCN(C(=O)c2ccc(S(=O)(=O)Cc3ccccc3F)c([N+](=O)[O-])c2)CC1	-2	-3	0.6	-3	-7	i	-15	-5	9

3 of the entries above in order of the PABP1 MLLE inh value, high to low.
| SMILES | PABP1 MLLE inh |
| --- | --- |
| O=S(=O)(CCNCc1ccccc1)NC1CCCCC1 | 6 |
| COc1cccc(CN2CCNC(=O)C2CC(=O)NCCn2ccc3ccccc32)c1OC (configuration not stated) | 3 |
| Cc1nc(C)c(-c2csc(Nc3ccc(O)cc3C)n2)s1 | -4 |

(cont.)
SMILES	eLon inh	CSN inh	MsrA inh	Rin1 Abl inh	MT1-MMP act inh	Rpn11 inh	PABP1 MLLE inh	MsrA act	FAS-TE inh
O=C(O)CCC(=O)Nc1ccc(Br)cc1C(=O)c1ccccc1	-12	1	0.4	-2	8	i	2	-4	-8
c1ccc2[nH]c(CCCCCc3nc4ccccc4[nH]3)nc2c1	-3	-3	0.7	3	5	i	-27	-6	0
O=C(COc1ccccc1Cl)Nc1cccnc1	-3	-11	-0.9	1	-1	i	3	-4	-7
CC(=O)c1cn(CCCCCCCn2cc(C(C)=O)c(=O)[nH]c2=O)c(=O)[nH]c1=O	-1	5	0.1	2	-1	i	5	-2	-10
O=C(COC(=O)/C=C/c1ccc([N+](=O)[O-])cc1)NCc1ccco1	2	0	2.3	-2	1	i	-13	-3	2
CC1(C)CN=C(NC2CCCCC2)S1	-6	-2	0.0	-2	1	i	1	-4	-20
NC(=O)c1ccc(Oc2ccc(-c3nnco3)cc2)c([N+](=O)[O-])c1	-1	-4	-0.1	3	-6	i	-3	-6	-3
CCCCNC(=O)C1(O)c2cc(Br)ccc2NC(=O)N1c1cccc(OC)c1 (configuration not stated)	-5	0	-1.8	-1	1	i	-3	-2	-2
Cc1ncc([N+](=O)[O-])n1S(=O)(=O)c1ccc2c(c1)OCCO2	-4	-7	0.0	3	-2	i	-7	-3	-1
O=C(NC1CCCCC1)N1CCN(C2CCCCC2)CC1	5	5	.	5	4	i	6	-3	-5
